GALK inhibitor: blocks human galactokinase activity | P51570 | Purified GALK, Kinase-Glo residual ATP luminescence | Potency, µM (top dose mostly 57.5 µM), for the others: at the top dose activity change, negative = inhibition, most hits filed as inhibitors | 270,000 compounds, 0.007% hits | AID 1868; also: potency is read from the fitted curve at half-maximal effect; % is scaled to controls: 0 for no effect and ±100 for the full control effect
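Compounds were pin-transferred into ATP buffer (35 uM final), then GALK plus galactose (5 nM, 100 uM final) was added. After 1 h at room temperature, Kinase-Glo Plus was added and luminescence read after 10 min.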
Menin-MLL TR inh: displaces Texas Red mutant MLL peptide from human menin | O00255 | Menin + Texas Red MLL mutant peptide, fluorescence polarization | Potency, µM (doses to about 61.6 µM), without a hit: top-dose FP activity change, negative = inhibition, usual class: inhibitors | 270,000 compounds, 0.23% hits | AID 1768; active = well fitted inhibition curve with a large enough effect in the polarisation, with a control signal flat, not every such curve was filed as active; inconclusive = small, poorly fitted or top-dose-only effect, or effect the other way, or a change in a side signal; inactive = no such curve, though single readings can be large or run the other way; the % refers to the polarisation; also: potency is read from the fitted curve at half-maximal effect; % of control where 0% means no effect; many of its hits are not listed in these tables
CXXC DNA block: MLL CXXC-DNA interaction inhibition; Q03164; 290,000 compounds, 0.037% hits; Potency, µM (doses to about 115 µM), for inactives: at the top dose activity change, negative = inhibition, usual class: inhibitors; AID 2662; MLL-CXXC / FITC-HOXA9 DNA fluorescence polarization; active = well fitted inhibition curve with a large enough effect in the polarisation, with a control signal flat, not every such curve was filed as active; inconclusive = small, poorly fitted or top-dose-only effect, or effect the other way, or a change in a side signal; inactive = no such curve, though single readings can be large or run the other way; the % refers to the polarisation; also: potency is read from the fitted curve at half-maximal effect
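Purified MLL-CXXC (added from a 7 uM solution) was preincubated 5 min at ambient with pinned compounds in 50 mM Tris-HCl pH 7.5, 50 mM NaCl, 1 mM DTT, 0.05% BSA. Fluorescein-labeled HOX-A9 DNA (50 nM solution) followed, 30 min, then polarization read.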
PKM2 act: increases activity of human pyruvate kinase M2 | purified PKM2, Kinase-Glo ATP luminescence, activation; response scale: 0% is enzyme alone, no compound | 260,000 compounds, 0.34% hits | Potency, µM (top dose mostly 57.5 µM), without a hit: at the top dose activation, most hits filed as activators | P14618; also: potency is read from the fitted curve at half-maximal effect; % is scaled to controls: 0 for no effect and ±100 for the full control effect; nearly all actives have a fitted effect of over 55% in size
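Purified hPK-M2 (>95% pure) converted ADP (0.1 mM final) to ATP with 0.5 mM PEP in 50 mM imidazole pH7.2, KCl, MgCl2, Tween 20, BSA; 1 h at room temperature. ATP detected by Kinase-Glo luminescence.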
hERG WT inh: blocks the wildtype human KCNH2 potassium channel; AID 720551; U2OS, BacMam KCNH2, thallium flux FluxOr; active compounds read low; activity change, % at 1.84 µM; 340,000 compounds, 0.37% hits;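 active = maximum activity change below -70%; inconclusive = maximum activity change between -70% and -50%; inactive = maximum activity change above -50%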; also: % is scaled to controls: 0 for no effect and ±100 for the full control effect
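U2OS cells transduced with wild-type KCNH2 virus are loaded with FluxOr dye for 45 min, and thallium flux is measured in kinetic reads before and after stimulation buffer. Rate constants are normalized to DMSO controls.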
KCNH2 3.1 block: blocks the human KCNH2 3.1 channel isoform; activity change, % (tested at about 1.8 µM); AID 720553; U2OS KCNH2 3.1, thallium flux FluxOr; active compounds read low; 340,000 compounds, 0.95% hits;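 active = maximum activity change below -70%; inconclusive = maximum activity change from -70% to -50%; inactive = maximum activity change above -50%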;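 also: thallium influx rate constant from kinetic fluorescence after stimulation buffer; % is scaled to controls: 0 for no effect and ±100 for the full control effect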
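We transduce U2OS cells with the mutant 3.1 virus, culture them overnight, load FluxOr with Red40 quencher for 45 min, then add stimulation buffer and read kinetically for 2 min to derive a normalized rate constant.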
USP2a block: USP2a (human) protease inhibition; AID 463254; USP2 core, Ub-CHOP2 coupled fluorogenic reporter, 485/531; O75604; 330,000 compounds, 0.01% hits; Potency, µM (series often up to 38.3 µM), for the others: top-dose activity change, negative = inhibition, actives largely listed as inhibitors;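 also: potency is read from the fitted curve at half-maximal effect; plate controls were DMSO wells for no effect and full inhibition by NEM control for full effect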
Target sequence (O75604 whole entry, looked up): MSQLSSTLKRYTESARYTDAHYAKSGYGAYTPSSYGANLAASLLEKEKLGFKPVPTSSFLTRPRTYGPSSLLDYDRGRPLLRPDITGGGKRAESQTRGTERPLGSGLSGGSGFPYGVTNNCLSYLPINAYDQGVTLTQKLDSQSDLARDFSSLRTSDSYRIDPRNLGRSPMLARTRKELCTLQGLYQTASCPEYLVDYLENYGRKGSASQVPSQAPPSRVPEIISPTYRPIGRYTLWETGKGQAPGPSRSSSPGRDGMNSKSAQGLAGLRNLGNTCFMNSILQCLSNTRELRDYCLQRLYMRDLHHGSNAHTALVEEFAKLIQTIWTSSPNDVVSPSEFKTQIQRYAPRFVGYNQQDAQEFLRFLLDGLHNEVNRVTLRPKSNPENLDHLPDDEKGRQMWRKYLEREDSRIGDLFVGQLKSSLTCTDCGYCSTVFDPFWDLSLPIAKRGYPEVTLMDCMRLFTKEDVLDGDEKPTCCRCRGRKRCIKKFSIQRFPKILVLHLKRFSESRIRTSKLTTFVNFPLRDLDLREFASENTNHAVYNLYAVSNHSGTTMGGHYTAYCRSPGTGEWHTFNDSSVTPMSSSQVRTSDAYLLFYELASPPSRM
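Deubiquitinase activity read as fluorescence (485/531 nm) after Ub-CHOP2 cleavage activates the enterokinase reporter on its substrate; USP2 core 10nM, Ub-CHOP2 and substrate 25nM each, 30min compound preincubation then 60min RT; data normalized to NEM, curves fitted.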
TRPV1 ag: activates the human vanilloid receptor TRPV1; Q8NER1; 320,000 compounds, 0.19% hits; activation, % at 8.33 µM; AID 540275; TRPV1-expressing cells, Fluo-8 calcium influx, agonist mode; in the data active = activation above about 80%; inconclusive = between about 30% and that limit; also: 0% is about no effect
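TRPV1-expressing cells were cultured overnight at 35.5C and loaded with Fluo-8 calcium dye for 40 to 90 min at room temperature. After a 10 s baseline, compound was added and calcium influx was read kinetically for 3 min (ex 480/em 520 nm).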
Coupling enz: coupling enzyme interference in Giardia aldolase counter-screen. coupling enzyme system counterscreen, AmpLite Red fluorescence. activity change, negative = inhibition, % at 58.2 µM, hits read low. 290,000 compounds, 0.67% hits. AID 2472; in the data active = activity change below about -30%; also: % is scaled to controls: 0 for no effect and ±100 for the full control effect
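Fluorescence at 525 nm excitation and 598 nm emission measured inhibition of the coupled detection system without aldolase. Compounds (at 57.5 uM final) were preincubated 10 min at room temperature with coupling enzyme reagent before a 20 min substrate/AmpLite Red step.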
Giardia killer: Giardia lamblia killing; activity change, % at 7.66 µM, hits read low; 340,000 compounds, 0.15% hits; Giardia lamblia trophozoite viability; in the data active = activity change below about -80%; inconclusive = between about -30% and that limit;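 also: parasites exposed to compound for two days anaerobically before the ATP read; % is scaled to controls: 0 for no effect and ±100 for the full control effect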
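Compounds were tested on trophozoites seeded at 100 cells/well and held 48 hrs at 37 deg C anaerobically. An ATP-based luminescent kit measured the remaining live cells.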
B2AR arrestin: beta2AR (human) beta-arrestin recruitment activity; P07550; beta-arrestin recruitment to beta2AR, cell-based reporter; Potency, µM (highest dose often 46.1 µM), inactives show at the highest dose activation, actives largely listed as activators; 330,000 compounds, 0.02% hits;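 also: potency is read from the fitted curve at half-maximal effect; 0% = DMSO controls and full agonism = EC100 isoproterenol or metaproterenol; nearly all actives have a fitted effect of over 65% in size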
Target sequence (P07550 whole entry, looked up): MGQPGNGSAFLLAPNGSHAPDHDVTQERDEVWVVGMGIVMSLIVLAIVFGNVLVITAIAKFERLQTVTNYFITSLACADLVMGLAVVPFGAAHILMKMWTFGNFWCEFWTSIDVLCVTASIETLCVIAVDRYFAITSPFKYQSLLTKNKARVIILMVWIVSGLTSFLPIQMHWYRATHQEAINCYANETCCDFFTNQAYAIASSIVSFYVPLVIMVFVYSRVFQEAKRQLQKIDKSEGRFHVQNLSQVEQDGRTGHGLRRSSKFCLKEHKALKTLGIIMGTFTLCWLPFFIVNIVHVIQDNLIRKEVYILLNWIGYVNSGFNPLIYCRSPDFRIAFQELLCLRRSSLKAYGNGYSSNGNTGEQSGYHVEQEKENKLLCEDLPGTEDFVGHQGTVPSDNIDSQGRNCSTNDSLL
* = called active by the depositor; i = inactive; u = inconclusive; x = not tested or not shown; [ ] = another dose, or the depositor's remark. Unless noted, calls follow the shape of the dose curve; as a rule, active = well fitted curve in the direction sought with a large enough effect; inconclusive = small, poorly fitted or top-dose-only effect, or another doubt; inactive = no such curve, though single readings can be large; an effect the other way counts as inactive or inconclusive.

SMILES	GALK inhibitor	Menin-MLL TR inh	CXXC DNA block	PKM2 act	hERG WT inh	KCNH2 3.1 block	USP2a block	TRPV1 ag	Coupling enz	Giardia killer	B2AR arrestin
Cc1ccc(C2CC(=O)C(C=NCCN3CCN(CC(=O)Nc4cc(C)cc(C)c4)CC3)=C(O)C2)cc1 (stereo not given)	4%	-20%	-3%	2%	13	-24	1%	-2	0	-5	-0.4%
CCCCNC(=O)C1CCCNC1=O (stereo not given)	1%	-5%	-1%	-2%	0	11	-5%	-5	3	3	0.3%
N#Cc1ccc(/C=C/C(=O)c2ccc3c(c2)OCO3)cc1	-1%	-2%	9%	12%	-7	-42	-5%	u	0	-27	0.2%
CCCCOC(=O)c1ccc(NC(=O)C(=O)NCCN(C)C)cc1	5%	x	-1%	-8%	11	-12	-1%	8	0	8	-0.4%
COC(=O)C(O)(CC(=O)Nc1ccc(C)c(F)c1)C(F)(F)F (stereo not given)	2%	-10%	6%	2%	4	26	-1%	1	3	-3	0.2%
CC(Cc1cccs1)NC(=O)CCCn1nnnc1CN1CCOCC1 (stereo not given)	5%	x	17%	-3%	20	-5	-5%	1	x	-1	-0.3%
Cc1cc(C)c2c(n1)nn1c(C)c(CCC(=O)NCc3ccco3)c(C)nc21	1%	-6%	-4%	8%	0	-1	4%	11	-6	-1	0.0%
CCOc1cccc(N(C(=O)CNC(=O)c2ccco2)C(C(=O)NCC2CCCO2)c2ccccc2)c1 (stereo not given)	-2%	x	-3%	x	-17	9	0%	1	0	-18	-0.8%
CC(C)(C)c1ccc(C2=NC(=O)C(CC(=O)O)S2)cc1 (stereo not given)	4%	x	14%	2%	3	1	-5%	-5	1	-4	-0.2%
Cc1ccc(C)c(N2CCN(C(=O)c3ccc(Cn4c(=O)[nH]c5ccccc5c4=O)cc3)CC2)c1	-2%	u	-9%	0%	-10	-6	-1%	1	-5	-18	0.0%
Cc1cc(Cl)ccc1NC(=S)N1CCC(C(N)=O)(N2CCCCC2)CC1	0%	-8%	-1%	-8%	-11	2	0%	-2	-1	-3	-0.7%
COc1ccc(OC)c(N(CC(=O)NCCSc2ccccc2)S(C)(=O)=O)c1	-2%	-2%	-16%	3%	7	-3	0%	0	-1	-2	-0.4%
Cc1cc(=O)c2n(Cc3ccc(Cl)cc3)nc[n+]2[nH]1	-3%	-7%	-3%	5%	0	1	1%	1	-1	10	0.2%
O=C(Nc1cccc(S(=O)(=O)Nc2ccc(Cl)cc2)c1)c1ccc2c(c1)OCCO2	0%	u	3%	0%	i	10	1%	-1	2	26	4.0%
COC(=O)c1ccccc1NC(=S)NC(=O)COc1ccccc1	1%	20%	-22%	6%	5	8	0%	23	3	-6	-0.3%
Nc1nnc(CC(=O)N/N=C\c2cc([N+](=O)[O-])ccc2O)s1	1%	7%	8%	-4%	i	-6	2%	1	-2	-1	-0.5%
O=C(NCc1nnc(SCC(=O)N2CCCC2)o1)c1cccc(C(F)(F)F)c1	9%	x	-8%	16%	-2	-1	0%	-4	x	0	2.6%
O=C(CSc1nc2ncccc2[nH]1)c1ccc2c(c1)OCO2	-1%	x	4%	16%	2	22	2%	-1	1	-4	0.3%
CN(C)c1ccc(CNC23CN4CN(CN(C4)C2)C3)cc1	2%	-11%	16%	4%	-8	9	2%	1	0	4	0.0%
Clc1ccc(C2=CSC3=Nc4cccc5cccc(c45)N23)cc1	-3%	-1%	-7%	-20%	2	-3	23%	-4	-2	14	11%
O=C(NCCc1ccc(C(F)(F)F)cc1)C1COc2ccccc2O1 (stereo not given)	-3%	-14%	-8%	-3%	-4	-8	-3%	2	0	-4	-0.2%
O=C(NCCCO)C(=O)NCc1ccccn1	-1%	-7%	-1%	-2%	2	3	-1%	3	2	5	-0.2%
N=C(N)SCc1nc2ccccc2c(=O)n1-c1ccccc1Cl	0%	13%	3%	-1%	1	-3	4%	29	3	-3	0.4%
Cc1ccc(N2CC(C(=O)NNC(=O)c3ccc(F)cc3)CC2=O)cc1 (stereo not given)	x	x	x	x	-2	-2	-1%	-1	x	-19	0.3%
Cc1cc2nc3n(c2cc1C)CC1CC(C(=O)NCc2cccc(C(F)(F)F)c2)N(C)C31 (stereo not given)	4%	x	9%	6%	-11	-3	0%	-3	2	11	-0.5%
SMILES	GALK inhibitor	Menin-MLL TR inh	CXXC DNA block	PKM2 act	hERG WT inh	KCNH2 3.1 block	USP2a block	TRPV1 ag	Coupling enz	Giardia killer	B2AR arrestin
O=C(/C=C/c1ccc(S(=O)(=O)N2CCOCC2)cc1)Nc1cc(F)ccc1F	x	x	x	x	5	11	1%	x	x	3	-0.1%
COc1ccc(-c2nnnn2C(C)C)cc1S(=O)(=O)Nc1ccccc1	4%	x	8%	-5%	-8	2	3%	3	4	u	-0.2%
O=[N+]([O-])c1ccc(/C=N/N=C/c2ccc([N+](=O)[O-])o2)o1	0%	u	-26%	x	-2	7	6%	14	-20	-18	-0.2%
Cc1cc(C(=O)Nc2cccc3ccccc23)co1	-7%	x	50%	x	-24	-30	3%	9	x	5	0.1%
O=c1cc(O)c(-c2ccccc2Cl)c(Cl)[nH]1	1%	2%	5%	-4%	-7	15	-2%	-1	0	4	-0.8%
O=C(CCCN1C(=O)c2ccccc2C1=O)Nc1nc2ccccc2[nH]1	x	x	-4%	5%	-10	4	-2%	1	-3	-14	-0.4%
Nc1cccc2cnccc12	-2%	-15%	1%	1%	-12	1	-3%	-1	-38*	1	0.1%
CN(C)c1c(-c2ccccc2)cc(-c2ccccc2)[nH]c1=O	-2%	-14%	-5%	2%	x	x	2%	11	0	x	-0.3%
CCOc1ccc(-n2c(SCC(=O)c3c(N)n(C)c(=O)n(C)c3=O)nnc2-c2cccnc2)cc1	0%	-16%	1%	-4%	14	7	3%	1	-1	46[activator]	-1.7%
Cc1ccc(C)c(N2C(=O)CC(N3CCN(Cc4ccc5c(c4)OCO5)CC3)C2=O)c1 (stereo not given)	3%	-12%	-4%	1%	13	6	0%	3	6	-11	0.2%
O=[N+]([O-])c1ccc(Sc2ncc3ccccn23)nc1	-3%	x	-1%	18%	-1	5	9%	1	1	-6	0.3%
CC(C(=O)N/N=C/c1ccc(N(C)C)c(Br)c1)N(c1ccccc1)S(C)(=O)=O (stereo not given)	x	1%	-1%	3%	-2	-2	1%	-2	-3	4	0.1%
Cc1ccc(S(=O)(=O)N/N=C2/CC(c3ccccc3)Oc3ccccc32)cc1 (stereo not given)	1%	u	0%	0%	-5	-110*	-1%	6	1	31[activator]	-0.1%
CC(C)(C)N1CSC(=S)N(Cc2ccccc2)C1	0%	-3%	25%	3%	-16	13	1%	11	1	20	0.0%

Compounds listed so far with a furan ring, fused or not (four):
SMILES	GALK inhibitor	Menin-MLL TR inh	CXXC DNA block	PKM2 act	hERG WT inh	KCNH2 3.1 block	USP2a block	TRPV1 ag	Coupling enz	Giardia killer	B2AR arrestin
Cc1cc(C)c2c(n1)nn1c(C)c(CCC(=O)NCc3ccco3)c(C)nc21	1%	-6%	-4%	8%	0	-1	4%	11	-6	-1	0.0%
CCOc1cccc(N(C(=O)CNC(=O)c2ccco2)C(C(=O)NCC2CCCO2)c2ccccc2)c1 (stereo not given)	-2%	x	-3%	x	-17	9	0%	1	0	-18	-0.8%
O=[N+]([O-])c1ccc(/C=N/N=C/c2ccc([N+](=O)[O-])o2)o1	0%	u	-26%	x	-2	7	6%	14	-20	-18	-0.2%
Cc1cc(C(=O)Nc2cccc3ccccc23)co1	-7%	x	50%	x	-24	-30	3%	9	x	5	0.1%

Limited to B2AR arrestin, for some of the entries so far:
compound,B2AR arrestin
N=C(N)SCc1nc2ccccc2c(=O)n1-c1ccccc1Cl,0.4%
Cc1ccc(N2CC(C(=O)NNC(=O)c3ccc(F)cc3)CC2=O)cc1 (stereo not given),0.3%

Bioassay records as filed in PubChem BioAssay.

These rows are one share of the data. The share of hits here may be higher or lower than overall.
